Screens as filed in PubChem.
tolC growth inh – E. coli tolC mutant growth inhibition. actives 2.2% (n = 65,000). E. coli BW25113 tolC mutant growth, OD615. AID 573. growth inhibition, % at 10 µM (by protocol);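 active = growth inhibition at or above a cutoff equal to the mean over every tested compound plus 3 SD, cut at about 60% in these data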;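 also: growth measured after 20 h incubation at 37 °C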
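Material: E. coli BW25113 ΔtolC::kan, tolC deletion mutant strain. Measure: percent growth inhibition. Schedule: 37 °C, 20 h exposure. Doses: single-point testing at 10 µM. Signal: A615 absorbance measurement. Buffer or medium: kanamycin-containing LB broth (50 µg/mL).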
5-HT1A blocker – antagonists of human 5-HT1a serotonin receptor; actives 0.68% (n = 62,000); CHO 5-HT1a Ga15 NFAT-bla reporter, antagonist mode; inhibition, % at 10 µM; P08908; AID 612;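 active = inhibition above the mean of all tested compounds plus 3 SD, cut at about 43% in these data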;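 also: receptor stimulated by 5-CT agonist at 100 nM near EC80; beta-lactamase reporter measured by ratiometric fluorescence of a cleavable substrate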
Target sequence (P08908 whole entry, looked up): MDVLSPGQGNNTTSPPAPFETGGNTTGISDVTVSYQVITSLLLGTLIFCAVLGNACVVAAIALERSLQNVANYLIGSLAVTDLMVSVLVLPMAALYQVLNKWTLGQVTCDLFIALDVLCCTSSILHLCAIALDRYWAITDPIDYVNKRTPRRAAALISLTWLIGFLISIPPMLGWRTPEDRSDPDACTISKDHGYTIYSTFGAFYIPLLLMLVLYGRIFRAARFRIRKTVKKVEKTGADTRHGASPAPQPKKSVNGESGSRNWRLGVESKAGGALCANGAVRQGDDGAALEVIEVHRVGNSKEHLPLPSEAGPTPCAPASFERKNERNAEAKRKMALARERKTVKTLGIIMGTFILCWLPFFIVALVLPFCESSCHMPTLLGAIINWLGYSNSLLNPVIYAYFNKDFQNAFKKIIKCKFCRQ
5HT1E ag – agonists of human 5-HT1E serotonin receptor; CHO 5-HT1E Ga15 NFAT-bla reporter, FRET; 0% DMSO wells, 100% control agonist wells; activation, % at 6 µM; P28566; actives 0.69% (n = 65,000); AID 574;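 active = activation above a set limit, the screen-wide mean activation plus 3 SD, cut at about 8.5% in these data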;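 also: 100% = positive control agonist at 1 µM giving full maximal response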
AP complement – orthogonal test for alternative complement pathway inhibitors. actives 0.08% (n = 62,000). inhibition, % at 5 µM. AID 1235. Human serum alternative complement pathway, LPS-coated ELISA, C3 deposition; tested in compound mixtures;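 active = inhibition above 30% in each of the two pooled mixtures holding the compound, so the lower value exceeds 30%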;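 also: 0% = serum in Mg-EGTA without compound and 100% = EDTA serum blank; some compounds past the cut are filed as inactive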
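Test system: human serum alternative complement pathway, C3 deposition on LPS-coated wells; also added: Plate-bound LPS; doses: 5 µM per compound in ten-compound mixtures; schedule: 1 h at 37 °C; detection: Anti-C3 ELISA, OD 450 nm; evaluation: percent inhibition of C3 deposition onto LPS; repeats: two pool placements per compound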
S1P3 ag – activates the human S1P3 receptor; Q99500; S1P3 NFAT-BLA reporter cells, agonism, FRET ratio; relative to 1 µM S1P, basal subtracted; activation, % at 4.5 µM; actives 0.1% (n = 60,000);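 active = activation above the screen-wide mean plus 3 SD, cut at about 4.5% in these data, passing the limit was not always enough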; also: some compounds called inactive have numbers as strong as hits
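Assay system: CHO cells stably expressing human S1P3, Gα16 and NFAT-β-lactamase reporter. Timing: overnight plating, 4 h compound 37 °C, 2 h substrate RT. Signal: β-lactamase FRET emission ratio 460/535 nm. Measure: percent activation versus median 1 µM S1P response, basal-subtracted, per plate. Repeats: primary screen single test, confirmation screen in triplicate.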
RORA act – RORA (human) activation; P35398; CHO-K1 Gal4-RORA LBD luciferase reporter, luminescence; percent increase over mock-subtracted basal signal; activation, % at 10 µM; actives 1.5% (n = 65,000);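 active = activation above the mean of all tested compounds plus 3 SD, cut at about 49% in these data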;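 also: 0% = DMSO-treated RORA cells and 100% = added signal equal to DMSO minus mock-transfected cells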
Target sequence (P35398 whole entry, looked up, the tested form may be a part): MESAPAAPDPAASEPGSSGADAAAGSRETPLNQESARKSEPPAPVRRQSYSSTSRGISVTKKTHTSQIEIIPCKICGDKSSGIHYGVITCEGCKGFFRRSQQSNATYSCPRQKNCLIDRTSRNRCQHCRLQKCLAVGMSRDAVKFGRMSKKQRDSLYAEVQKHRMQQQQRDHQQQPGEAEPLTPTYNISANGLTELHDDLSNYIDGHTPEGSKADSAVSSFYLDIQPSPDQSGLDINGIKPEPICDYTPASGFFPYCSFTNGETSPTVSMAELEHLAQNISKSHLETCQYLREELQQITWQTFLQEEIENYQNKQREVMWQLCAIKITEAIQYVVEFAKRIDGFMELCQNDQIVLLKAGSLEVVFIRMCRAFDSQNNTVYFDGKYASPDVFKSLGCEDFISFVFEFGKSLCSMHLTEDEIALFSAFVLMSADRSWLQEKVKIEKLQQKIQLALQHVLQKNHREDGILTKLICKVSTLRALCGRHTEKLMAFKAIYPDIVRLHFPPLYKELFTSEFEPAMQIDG
SF-1 act – activators of human nuclear receptor SF-1 | actives 1.9% (n = 65,000) | Q13285 | CHO-K1 Gal4-SF-1 LBD luciferase reporter; % increase over DMSO SF-1-specific signal | activation, % at 10 µM;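 active = activation above the mean activation of all tested compounds plus 3 SD, cut at about 50% in these data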
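material = CHO-K1 cells with Gal4–hSF-1 LBD chimera plus Gal4-driven luciferase | compound = 10 µM single point, 1% DMSO | incubation = 20 h compound exposure at 37 °C after 1 h cell settling | measured by = SteadyLite luciferase luminescence | evaluation = percent activation relative to DMSO median and mock-transfected background | control set = DMSO negative control and −SF1 background wells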
S1P1 ag-PAM – activates or potentiates agonism at human S1P1 receptor. P21453. activation, % at 9.5 µM. actives 0.57% (n = 56,000). AID 449. S1P1 CRE-bla cells, forskolin, beta-lactamase FRET, potentiator mode; S1P1 agonist co-added at EC20, 2 nM; 100% = saturating reference agonist, 0% = basal;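 active = activation above a cutoff set at the mean activation of all tested compounds plus 3 SD, cut at about 54% in these data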;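 also: forskolin at 4 µM as EC80 and the EC20 agonist is SEW2871; 100% = SEW2871 at its EC100 plus forskolin at EC80; some compounds past the cut are filed as inactive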
5HT1E antag – 5-HT1E (human) receptor antagonism; inhibition, % at 6 µM; P28566; actives 0.99% (n = 65,000); CHO 5-HT1E Ga15 NFAT-bla reporter, FRET, antagonist;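 active = inhibition above a set limit, the mean inhibition across every tested compound plus 3 SD, cut at about 29% in these data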;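 also: signal is the 460 over 535 nm emission ratio of beta-lactamase substrate; 0% = agonist plus DMSO wells and 100% = wells without agonist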
Numbers without * were called inactive; · = not tested or not shown. Rows are unselected; overall some 7.1% were active at least once.

SMILES | tolC growth inh | 5-HT1A blocker | 5HT1E ag | AP complement | S1P3 ag | RORA act | SF-1 act | S1P1 ag-PAM | 5HT1E antag
CSC1=NCCN1C(=O)c1ccc(S(=O)(=O)N(C)C)cc1 | -15 | 2 | -0.7 | 7 | -0.6 | -24 | 3 | -4 | 4
COc1ccc(-c2nc(CN3CCC(C(=O)NC(C)C)CC3)c(C)o2)cc1OC | -20 | 1 | -0.1 | 2 | 0.4 | -8 | -13 | -6 | 1
CCCCC(=O)Nc1ccc(C(=O)NCCCn2ccnc2)cc1 | -14 | -8 | 0.5 | 13 | -0.3 | -23 | -12 | -30 | -12
CC1(Cc2ccc3c(c2)OCO3)NC(=O)NC1=O (centres undefined) | -3 | 2 | 0.1 | 14 | 0.1 | -8 | -8 | -5 | -6
Cn1c(=O)c2c(ncn2CC(=O)Nc2nc(-c3ccccc3Cl)cs2)n(C)c1=O | 1 | -25 | 1.4 | 5 | -0.8 | -2 | -1 | -29 | 13
O=C(c1c[nH]c2ccc(S(=O)(=O)N3CCC4(CC3)OCCO4)cc2c1=O)N1CCOCC1 | -4 | -1 | 0.3 | -4 | · | -12 | 6 | · | 4
Cc1[nH]c2ccccc2c1CCC(N)=O | -17 | -4 | -0.8 | -2 | 0.5 | -8 | -17 | -8 | 0
COc1cccc(OC)c1-c1nn2c(-c3ccccc3Cl)nnc2s1 | 20 | · | -0.3 | · | -1.4 | -14 | 4 | -15 | 6
O=C(CCn1cccc1)NC1CCCc2ccccc21 (centres undefined) | -1 | 2 | -0.7 | 9 | -0.8 | -26 | 1 | -7 | -9
CCOCCn1c(SC)nc2c1c(=O)[nH]c(=O)n2C | 1 | · | -1.5 | 12 | -3.6 | -7 | -7 | 1 | 1
COc1ccc(/C(O)=C2/C(=O)C(=O)N(Cc3cccnc3)C2c2ccccn2)cc1 (centres undefined) | -14 | -1 | -1.5 | 11 | -0.2 | 21 | 13 | -2 | 1
COc1ccc(-c2nnc(CSc3nc4ccccc4c(=O)n3CC3CCCO3)o2)cc1OC (centres undefined) | 22 | 3 | -0.1 | -17 | -0.9 | -14 | -12 | -6 | -2
CCOCCCn1c(=S)[nH]c2cc3c(cc2c1=O)OCO3 | 6 | -4 | -0.4 | -2 | · | 21 | 6 | · | -8
Cc1ccc(S(=O)(=O)N2CCC(C(=O)N3CCC[C@H]3C(=O)NC3CCS(=O)(=O)C3)CC2)cc1 (some centres undefined) | -16 | 11 | -0.1 | 30 | -1.2 | -37 | -6 | 10 | -6
CN(C)c1ccc(P(=O)(OC2CCCCC2)C(O)c2cccnc2)cc1 (centres undefined) | -7 | -8 | -0.6 | 5 | -0.6 | -30 | 4 | 8 | 3
NC(=O)CN1CCN(C(=O)NC2CCCCC2)CC1 | -21 | -2 | -0.1 | 8 | -0.3 | 11 | 10 | 3 | -13
Cn1c(SCC2CCCCC2)nnc1-c1ccncc1 | -1 | -3 | -0.2 | 6 | -0.6 | 4 | 30 | 11 | -3
COc1ccc(OC)c(C(=O)c2oc3ccccc3c2NC(C)=O)c1 | 1 | 12 | -0.9 | 8 | -0.1 | -6 | 5 | -3 | -11
Cn1c(CCNC(=O)c2ccco2)nc2cc(NC(=O)NC3CCCCC3)ccc21 | -17 | 0 | 0.4 | 16 | -0.3 | 7 | 2 | 3 | -2
CC(C)(C)NS(=O)(=O)c1ccc(NS(=O)(=O)c2ccc(F)cc2)cc1 | 6 | -1 | -1.0 | · | -1.3 | -10 | -4 | -30 | -2

Sorted by number of heavy atoms (ascending): 3 of the compounds above.
SMILES | tolC growth inh | 5-HT1A blocker | 5HT1E ag | AP complement | S1P3 ag | RORA act | SF-1 act | S1P1 ag-PAM | 5HT1E antag
COc1cccc(OC)c1-c1nn2c(-c3ccccc3Cl)nnc2s1 | 20 | · | -0.3 | · | -1.4 | -14 | 4 | -15 | 6
COc1ccc(-c2nc(CN3CCC(C(=O)NC(C)C)CC3)c(C)o2)cc1OC | -20 | 1 | -0.1 | 2 | 0.4 | -8 | -13 | -6 | 1
O=C(c1c[nH]c2ccc(S(=O)(=O)N3CCC4(CC3)OCCO4)cc2c1=O)N1CCOCC1 | -4 | -1 | 0.3 | -4 | · | -12 | 6 | · | 4

(cont.)
SMILES | tolC growth inh | 5-HT1A blocker | 5HT1E ag | AP complement | S1P3 ag | RORA act | SF-1 act | S1P1 ag-PAM | 5HT1E antag
CCc1ccccc1NC(=O)CSc1nnc([C@@H](NC(=O)OC(C)(C)C)C(C)CC)o1 (some centres undefined) | 23 | 31 | -0.7 | 8 | -0.6 | 15 | -7 | 35 | 19
CC(Oc1ccccc1)C(=O)NCc1cccnc1 (centres undefined) | -11 | -6 | -0.4 | 8 | -0.3 | -21 | -12 | 9 | 2
O=C(c1ccc(Cn2cc(Br)cn2)o1)n1cccn1 | -13 | -4 | 0.1 | 2 | 2.5 | -15 | -12 | -35 | 8
COc1ccc(CCC(=O)Nc2ccc3c(c2)OCCO3)cc1 | 5 | 4 | -1.2 | 11 | -1.6 | 56* | -13 | -9 | 5
COC(=O)c1cc(=O)nc2sc(-c3ccc(F)cc3)nn12 | -14 | 2 | -1.3 | 1 | · | 3 | -1 | · | -3
CCSc1nnc(NC(=O)C(C)(C)C)s1 | 6 | -14 | 0.0 | -3 | -1.1 | 40 | 33 | -21 | 0
Cc1ccc(CN2CCN(C(=O)C3CCCO3)CC2)cc1 (centres undefined) | -7 | 10 | -0.4 | 15 | -1.0 | 3 | 10 | 31 | 13
Cc1cccc(OCCOCCSc2ncccn2)c1 | 10 | 13 | -0.8 | 1 | -0.9 | 10 | -4 | -14 | 4
COC(=O)CCc1c(C)[nH]c(C(=O)OCc2ccccc2)c1C | 2 | · | 0.2 | · | 0.0 | 15 | 49 | 18 | 4
O=CN1CC(=O)N(c2ccccc2)c2c([nH]c3ccccc23)C1 | -8 | -5 | -0.4 | 10 | -0.7 | 16 | 3 | -11 | -12
CSc1oc(-c2ccco2)nc1S(=O)(=O)c1ccc(Br)cc1 | 28 | 1 | 0.2 | 14 | -0.1 | -15 | -9 | 4 | -5
CCC(c1nnnn1Cc1ccccc1)N1CCN(C(=O)c2ccco2)CC1 (centres undefined) | -3 | -2 | -0.3 | 15 | 0.3 | -26 | 8 | -27 | -18
O=C(CCn1nnc2ccccc2c1=O)N[C@@H](Cc1ccccc1)C(=O)O | -22 | 1 | 0.8 | 13 | 0.0 | -11 | -3 | -31 | -4
O=C(NCC1CCCO1)c1cnn2c1NC(c1ccccc1)CC2C(F)(F)F (centres undefined) | 13 | 4 | -0.2 | 13 | -0.2 | 6 | 1 | · | -4
COc1cc(C2C3=C(CC(C)(C)CC3=O)N(C)C(=O)N2C)cc(OC)c1OC (centres undefined) | 1 | 3 | -0.7 | -7 | · | -8 | 2 | · | -12
O=c1oc2c(CN3CCOCC3)c(O)ccc2c2c1CCCC2 | 19 | -4 | 1.0 | -14 | -0.9 | -1 | -12 | -18 | 7
COc1cc(NS(=O)(=O)c2ccc(NS(=O)(=O)c3ccccc3)cc2)nc(OC)n1 | 22 | 7 | 0.5 | -11 | -1.2 | -6 | -13 | -20 | 6
CN(C)C(=O)CSc1nnc(C23CC4CC(CC(C4)C2)C3)o1 | -7 | -14 | 1.0 | -7 | -0.6 | 18 | 88* | · | -12
CC(=O)N1CCN(c2ccc(NC(=O)c3ccc(C(C)(C)C)cc3)cc2)CC1 | 17 | -2 | 0.7 | 2 | · | 12 | 6 | · | -4
Cc1nc2ccccc2n1CC(=O)NCCN1CCCC1 | -14 | 14 | -0.2 | 16 | -0.4 | -5 | -10 | · | -5
CCOc1ccc(-c2nnc(-c3ccncc3)o2)cc1 | -4 | -15 | 0.2 | 17 | 0.2 | 36 | 39 | 20 | -8
CCSc1nnc(Cn2c(=O)sc3ccccc32)n1C | -4 | 7 | -1.3 | 19 | -0.5 | -7 | -4 | -5 | 8
CCOc1ccc(C2C=C(c3ccc(F)cc3)Nc3ncnn32)cc1 (centres undefined) | 12 | 8 | -0.3 | -5 | -0.2 | -4 | 5 | · | 23
O=c1/c(=C/c2ccco2)sc2nc(-c3ccccc3Br)nn12 | -12 | 5 | 1.9 | 13 | -0.3 | 0 | -10 | -4 | -9
Cc1cc(=O)[nH]c(SCc2cc(Cl)ccc2OC(F)F)n1 | 29 | -1 | -0.4 | 12 | · | -21 | -12 | · | 7
CCn1c(C)csc1=NC(=O)c1ccccc1O | 11 | -18 | -0.5 | 7 | -0.9 | 48 | 28 | -7 | -1
Cc1cc2c(C)cc(=O)oc2c2c1NCCC2 | 25 | -15 | 4.3 | 15 | 1.1 | -3 | -27 | -54 | 0
NC(=O)c1cc(-c2ccccc2)nc(N2CCCCCC2)n1 | -5 | -16 | 0.2 | 4 | 0.0 | -13 | -39 | -4 | -16
COC(=O)c1ccccc1NC(=O)NCc1ccco1 | -7 | -6 | -0.1 | 9 | -0.6 | -8 | 0 | -71 | -7
CCSc1nnc(-c2ccc(Cl)cc2Cl)o1 | 9 | 3 | 0.5 | 17 | 0.1 | 40 | 54* | · | -10
COc1ccc(N2CCN(c3nc4ccccc4n3CC(=O)c3ccccc3)CC2)cc1 | 21 | 16 | 1.4 | 0 | · | -4 | -2 | · | -14
Cc1ccc(NS(=O)(=O)c2cc(C(=O)N3CCN(C)CC3)ccc2C)cc1 | -3 | 0 | 0.9 | 23 | -0.8 | -4 | 3 | -3 | -2
CCOc1ccc2nc(NC(=O)CSc3nc4cccnc4n3C)sc2c1 | 29 | -22 | 0.0 | 8 | 0.3 | 19 | -4 | -2 | 4
CCN(CC)CCCNC(=O)C1c2ccccc2C(=O)N(C)C1c1ccc(OC)cc1 (centres undefined) | -20 | 0 | -0.4 | 22 | · | -4 | -11 | · | -6
O=C(c1ccco1)N1CCN(CCCCN2C(=O)c3ccccc3C2=O)CC1 | -6 | -6 | 0.8 | 5 | · | -17 | 8 | · | 1
Cc1cnc(NC(=O)c2ccco2)s1 | -5 | 4 | 0.4 | 16 | · | 71* | 53* | · | -3
Cc1csc(CCc2nc(C)cs2)n1 | -12 | 26 | 0.2 | 11 | -1.7 | -21 | 9 | 20 | 10
COc1ccccc1N1CCN(C(=O)CCNS(=O)(=O)c2ccc(Br)s2)CC1 | 33 | -4 | -0.6 | 6 | 0.3 | 13 | 3 | 9 | 1
CCn1c(C(C#N)/C(=N\S(=O)(=O)c2cccs2)c2ccccc2)nc2ccccc21 (centres undefined) | 13 | -7 | -0.2 | 10 | · | 2 | -4 | · | 4
